Compound activity as filed in PubChem.
Ecoli WT growth: growth inhibitors of wild type E. coli, primary screen, strain BW25113 wild type, absorbance readout | E. coli BW25113 growth inhibition, OD600 | inhibition, % at 10 µM | actives 0.05% (n = 20,000); in the data active = inhibition above about 40%;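 also: bacteria exposed to compound for 20 hours at 37 °C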
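Material: bacterial strain in a whole-cell growth screen; Amount: inoculum from a 1:1000 dilution of a 1.5 h subculture; Buffer or medium: LB plus kanamycin 50 µg/mL; Dosing: one dose, 10 µM final; Times: compound exposure of 20 h at 37 °C; Measured by: absorbance at 615 nm as a measure of bacterial growth.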
* marks the source's active call; other numbers are inactive results. A portion of the library; the hit share may differ from the screen's.

SMILES	Ecoli WT growth
CCOC(=O)c1c(C)nc2sccn12	-19
CC1CCCN(C(=O)CSc2nnc(-c3ccc(S(=O)(=O)N4CCOCC4)cc3)n2C)C1 (configuration not stated)	-16
CCC(C)(C)NC(=O)CN(C(=O)c1snc(C(N)=O)c1N)c1ccc2c(c1)OCO2	8
COc1ccc(N2C(=O)CC(N3CCN(c4ccc(S(=O)(=O)N5CCCC5)cc4)CC3)C2=O)cc1 (configuration not stated)	-26
Cn1c(=O)[nH]c(=O)c2c1nc(N1CCNCC1)n2CCOc1ccccc1	9
CCc1ccc(NC(=O)CS(=O)CC(=O)NC(C)CCc2ccco2)cc1 (configuration not stated)	3
O=C(Nc1ccc(S(=O)(=O)N2CCOCC2)cc1)c1ccco1	-9
COc1ccc(C/C(O)=C(\C#N)c2nc3ccccc3s2)cc1	-6
CCc1nnc(NC(=O)c2ccc(N(C)S(=O)(=O)c3ccccc3)cc2)s1	-2
Cc1ccc(S(=O)(=O)Nc2cc(C)nn2-c2ccccc2)cc1	-2
O=C(COC(=O)C1=COCCO1)Nc1ccccc1Oc1ccccc1	5
CN1C(=O)C2(OCC(COc3ccc(Cl)cc3)O2)c2ccccc21 (configuration not stated)	-19
O=S(=O)(NCc1ccco1)N1CCCCCC1	-19
O=C(Nc1cccnc1)Nc1ccc(F)c(Cl)c1	1
COc1ccc(-c2ccc(-c3nnc(-c4ccncc4)o3)cc2)cc1	8
COC(=O)C(CC(=O)c1ccc(Br)cc1)n1ccnc1 (configuration not stated)	-21
OC1CCCCC1Sc1nc2ccccc2s1 (configuration not stated)	-19
CN(c1ccc(C(=O)Nc2cccnc2)cc1)S(C)(=O)=O	-21
CC(NC(=O)c1ccccc1Cl)C1COc2ccccc2O1 (configuration not stated)	-19
COc1ccccc1CNC(=O)CCn1c(=O)[nH]c2ccsc2c1=O	-2
COc1ccc(Cc2nnc(SCC(=O)Nc3ncc(C)s3)o2)cc1	-8
CCOC(=O)NC1(C(F)(F)F)NC(=O)N(C2CCCCC2)C1=O (configuration not stated)	-6
O=C1CC(N2CCOCC2)C(=O)N1c1ccccc1Cl (configuration not stated)	-6
O=C(CS(=O)(=O)Cc1ccccc1)N1CCc2ccccc2C1	0
CC(=O)N[C@@H](CS)C(=O)O	3
SMILES	Ecoli WT growth
CCn1c(SCC#N)nc2c(c1=O)C1(CCCC1)Cc1ccccc1-2	-27
c1ccc(-c2cc(N3CCCCCC3)n[nH]2)cc1	-16
c1ccc2c(c1)nc(-c1ccncc1)n1nnnc21	-2
C(=C\c1ccccc1)/CN1CCN(C(c2ccccc2)c2ccccc2)CC1	5
O=C(CNc1ccc(Oc2ccccc2)cc1)N1CCOCC1	-1
COC(=O)CN(c1ccc(C)c(Cl)c1)S(C)(=O)=O	1
COc1ccc(CCN(Cc2cc3cccc(C)c3[nH]c2=O)C(=O)N2CCCC2)cc1OC	1
COc1ccc2oc(=O)c(C(=O)N3CCN(c4ccccc4F)CC3)cc2c1	-4
C/C(=C1/SC(N2CC(C)OC(C)C2)=NC1=O)c1ccccc1 (configuration not stated)	-23
Cn1c(=O)c2c(ncn2CC(=O)N2CCN(c3cccc(Cl)c3)CC2)n(C)c1=O	-3
O=C(COc1ccccc1)Nc1cccc2nsnc12	-15
COc1ccc(-c2cc3ccccc3oc2=O)cc1NC(=O)c1ccc(Br)o1	-27
CCCCCCC(c1c(C)n(C)n(-c2ccccc2)c1=O)c1c(C)n(C)n(-c2ccccc2)c1=O	9
CCN(CCCNC(=O)C1CCCN(S(=O)(=O)c2cnc[nH]2)C1)c1ccccc1 (configuration not stated)	1
COc1cccc(C2C(C(N)=O)=C(C)Nc3nc(-c4ccccc4Cl)nn32)c1 (configuration not stated)	-2
CC(C)(C)c1ccc2c(c1)OCC(C(=O)O)O2 (configuration not stated)	7
CCOC(=O)C1=C(C)Nc2ncnn2C1c1ccccc1F (configuration not stated)	8
COc1ccc(S(=O)(=O)N2CCN(c3ccccc3OC)CC2)cc1OC	-28
CC(C)(C)Nc1nc(SCc2ccccc2)nc(N2CCOCC2)n1	-9
O=C(O)c1cccn2c(=O)c3ccccc3nc12	1
Nc1nc2ccccc2n1C(=O)CCc1ccccc1	2
CS(=O)(=O)Nc1ccc(S(=O)(=O)NCCc2ccccc2)cc1	-20
Cc1ccc(C)c(-n2c(Cc3cc(=O)[nH]c(=O)[nH]3)nnc2SCC(=O)NCc2ccco2)c1	-2
O=C(NCCN1CCOCC1)C1CCC(=O)N1Cc1ccccc1Cl (configuration not stated)	9
Cc1ccnn2c(-c3ccccc3)c3c(=O)n(C)c(=O)n(C)c3c12	-23

Copied from above, three compounds:
SMILES	Ecoli WT growth
Cc1ccc(C)c(-n2c(Cc3cc(=O)[nH]c(=O)[nH]3)nnc2SCC(=O)NCc2ccco2)c1	-2
O=C(NCCN1CCOCC1)C1CCC(=O)N1Cc1ccccc1Cl (configuration not stated)	9
Cc1ccnn2c(-c3ccccc3)c3c(=O)n(C)c(=O)n(C)c3c12	-23

Next entries
SMILES	Ecoli WT growth
CCOc1ccc(NC(=O)C(C)Sc2nnnn2C)cc1 (configuration not stated)	9
CCOC(=O)Cc1cnc(NC(=O)NC(C(=O)OCC)(c2ccccc2)C(F)(F)F)s1 (configuration not stated)	-11
N#Cc1c2n(c(=O)[nH]c1=O)CCCCC2	-4
O=C(CNS(=O)(=O)c1ccccc1)N1CCN(c2ccccc2)CC1	-19
COc1ccc(C2C(C(C)=O)=C(C)N=c3s/c(=C\c4ccc5c(c4)OCO5)c(=O)n32)c(OC)c1 (configuration not stated)	5
COc1cccc2cc(C(=O)NCC3CCCO3)c(=O)oc12 (configuration not stated)	-14
Cc1cnc(NC(=O)c2ccc3c(c2)C(=O)N(Cc2ccco2)C3=O)s1	5
Cn1nc(C(=O)N2CCCC2)c2ccccc2c1=O	-8
CCOC(=O)CCCCC(=O)c1[nH]c(=O)[nH]c1CSc1nc(C)cc(=O)[nH]1	-14
COC(=O)C(C)Sc1nnc2n(-c3cccc(C)c3)c(=O)c3c4c(sc3n12)CCCC4 (configuration not stated)	8
Cn1nnnc1SCC1=C(C(=O)O)N2C(=O)[C@@H](NC(=O)[C@H](O)c3ccccc3)[C@H]2SC1	-2
C=CCn1c(SCC(=O)c2ccccc2)nnc1-c1ccc2c(c1)OCO2	9
CCN1CCN(C(=O)c2cn(CC)c3ccc(S(=O)(=O)N(C)C)cc3c2=O)CC1	5
CCOc1ccccc1OCCn1nnc2ccccc21	-7
CCOc1cc(C2C(C#N)=C(N)OC(C)=C2C(C)=O)cc(Br)c1O (configuration not stated)	-6
CNC(=O)CSCc1c(Cl)cccc1Cl	4
Cc1cc(N2C(=O)C(O)=C(C(=O)c3ccc(C)o3)C2c2cccs2)no1 (configuration not stated)	7
O=C(CN1CCCC1)Nc1ccc(-c2nc3cc(NC(=O)CN4CCCC4)ccc3o2)cc1	-7
Cc1ccccc1NS(=O)(=O)c1ccc(OCC(=O)NCc2ccco2)cc1	-21
C=CCn1c(N)c(C(=O)NCc2cccnc2)sc1=S	-22
CNc1nc(Oc2ccccc2C(=O)OC)nc(SC)n1	3
O=C(CSCc1c(F)cccc1Cl)NCc1ccco1	-2
O=S(=O)(CCOc1ccccc1)c1nc2ccccc2[nH]1	-7
O=C(Nc1ccc(CN2CCOCC2)cc1)c1cc2ccccn2n1	-4
CCOc1ccc(Cl)cc1S(=O)(=O)n1nnc2ccccc21	-22

An excerpt of these results, with bars between the fields:
Compound | Ecoli WT growth
COc1ccc(C/C(O)=C(\C#N)c2nc3ccccc3s2)cc1 | -6
CCc1nnc(NC(=O)c2ccc(N(C)S(=O)(=O)c3ccccc3)cc2)s1 | -2

(further entries)
SMILES	Ecoli WT growth
Cc1nnc(SCC(=O)Nc2ccc(N3CCOCC3)cc2)o1	-14
O=C1CCCc2c1cc(C(=O)NCCCN1CCOCC1)c(=O)n2-c1ccc(Cl)cc1	1
CN1CCN(C(=O)CC23CC4CC(CC(C4)C2)C3)CC1	2
CCC1(CC)NC(=O)NC1=O	-4
CC(Oc1ccc(-c2ccccc2)cc1)C(=O)N1CCOCC1 (configuration not stated)	-19
Cc1ccc(OCC(=O)Nc2ccc(N(C)C)cc2)cc1	-22
CCCN1C(=O)c2ccc(C(=O)Nc3nccs3)cc2C1=O	-15
O=C(NCCN1CCCCC1)c1cc2ccccc2[nH]1	-27
CC(C)(C)n1nnnc1CN1CCN(C2CCCC2)CC1	7
CCC(=O)n1nc(-c2ccco2)nc1SCc1ccccc1	1
COc1ccc(N2CCN(c3nc4c(c(=O)[nH]c(=O)n4C)n3CCCc3ccccc3)CC2)cc1	-5
CN(C)c1ccnc(NCc2ccccc2)c1C#N	-2
O=C(Nc1nnc(COc2ccc(Cl)cc2)s1)C1CCCO1 (configuration not stated)	-2
O=C(CCN1C(=O)c2ccccc2C1=O)Nc1ccc(F)cc1	5
COC(=O)Nc1sc2c(c1C(=O)NCc1ccco1)CCCC2	-23
CC(=O)Nc1nc2c(c3c1c(=O)oc1ccccc13)CC(C)CC2 (configuration not stated)	2
O=C(COc1ccc(S(=O)(=O)N2CCOCC2)cc1)Nc1ccc(Cl)c(C(F)(F)F)c1	-21
CC1=C(C(=O)OCc2ccccc2)C(c2ccc(C)o2)C2=C(CCCC2=O)N1 (configuration not stated)	-3
CCN(CC)CCOC(=O)c1c(C)oc2ccc(O)cc12	6
O=C(CSc1nc2nc[nH]c2c(=O)[nH]1)NC1CCCCC1	-23
Cc1cc(NC(=O)c2ccc(NC(=O)C(C)Oc3ccccc3)cc2)no1 (configuration not stated)	-25
O=C(Nn1cnnc1)c1cc2c(s1)CCCC2	-6
CCOC(=O)CN1C(=O)C(O)(C2CCc3ccccc3C2=O)c2ccccc21 (configuration not stated)	-14
O=C(CSc1nnnn1-c1ccccc1)Nc1ccc(N2CCOCC2)c(Cl)c1	-21
Cc1nn(-c2nnc(C)c(=O)[nH]2)c(C)c1SCC(=O)Nc1ccc(F)cc1	-3
SMILES	Ecoli WT growth
Cc1nn(-c2ccc(Cl)cc2)c2sc(C(=O)N3CCN(c4ccccn4)CC3)cc12	4
COC(=O)c1cccc(NC(=O)CSc2nc(=O)cc(N)n2-c2ccccc2)c1	-16
COc1cccc(-n2c(C)nc3c(cnn3-c3ccc(C)cc3)c2=O)c1	-2
Nc1c(C(=O)NCc2ccco2)sc2nc3c(cc12)C(=O)CCC3	-8
COCCN1C(=O)N(c2cccc(C)c2)C(=O)C1CC(=O)Nc1ccc(F)cc1 (configuration not stated)	2
CCCN1CC23C=CC(O2)C(C(=O)O)C3C1=O (configuration not stated)	0
CCCCn1c(CN2CCN(c3ccccc3)CC2)nc2c1c(=O)n(C)c(=O)n2C	5
CCCc1cc(=O)[nH]c(SCc2ccc(C#N)cc2)n1	-14
COc1cc2nc(N3CCN(C(=O)c4ccco4)CC3)nc(N)c2cc1OC	-1
Cc1cc(=O)n2nc(-c3ccccc3)sc2n1	-2
Cc1ccc(S(=O)(=O)Nc2cccc(-c3cn4ccsc4n3)c2)cc1	-10
CCCCc1cc(=O)oc2cc(OCC(=O)N(CC)CC)c(Cl)cc12	4
CCn1c(Cc2ccc(OC)cc2)nnc1SCC(=O)Nc1nc2ccccc2s1	-26
CC1CN(C(=O)Cc2ccc(-c3ccccc3)cc2)CC(C)O1 (configuration not stated)	5
Cc1ccc(-c2nc(=S)c3c(n2CCN2CCOCC2)CC(C)(C)OC3)cc1	-10
CCOC(=O)NC1(C(F)(F)F)N=C(c2ccccc2)NC1=O (configuration not stated)	-24
O=C(C1=C(O)C(=O)N(CCN2CCOCC2)C1c1ccccc1)c1cccs1 (configuration not stated)	-15
c1cncc(C2Nc3ccccc3-c3nc4ccccc4n32)c1 (configuration not stated)	-3
COc1cccc(-c2cc(C(=O)Nc3c(C)nn(Cc4ccccc4)c3C)no2)c1	5
Cc1nnc(NC(=O)CN2C(=O)c3ccccc3S2(=O)=O)s1	-20
CC(=O)c1ccccc1OCC(O)CN1CCN(C(c2ccccc2)c2ccccc2)CC1 (configuration not stated)	-10
CCc1ccccc1N(CC(=O)O)S(C)(=O)=O	-17
O=c1nc(N2CCOCC2)ccn1Cc1ccc(Br)cc1	-10
Cc1cccc2sc(NC(=O)CN(C)S(=O)(=O)c3cccs3)nc12	7
COC(=O)c1ccc(C(=S)N2CCOCC2)cc1	-27
CCC(=O)c1ccc(OCC(O)CN2CCN(c3cccc(C(F)(F)F)c3)CC2)cc1 (configuration not stated)	-10
COC(=O)C1(C)NC(c2cccs2)C2C(=O)N(c3ccccc3F)C(=O)C21 (configuration not stated)	16

Four entries from above, with each value named:
> O=C(C1=C(O)C(=O)N(CCN2CCOCC2)C1c1ccccc1)c1cccs1 (configuration not stated)
  Ecoli WT growth: -15
> c1cncc(C2Nc3ccccc3-c3nc4ccccc4n32)c1 (configuration not stated)
  Ecoli WT growth: -3
> COc1cccc(-c2cc(C(=O)Nc3c(C)nn(Cc4ccccc4)c3C)no2)c1
  Ecoli WT growth: 5
> Cc1nnc(NC(=O)CN2C(=O)c3ccccc3S2(=O)=O)s1
  Ecoli WT growth: -20
